# S3 lipid droplet – qHTS Assay for Lipid Storage Modulators in Drosophila S3 Cells; hit rate 0.64% among 320,000; Potency in µM for hits, for the others lipid storage change, negative = inhibition, % at the top dose, mostly 46.1 µM; AID 2685; Drosophila S3 cells, BODIPY lipid droplet fluorescence, 18-24 h; cells fed with added oleic acid; active means well fitted inhibition curve with a large enough effect in the signal ratio, with a control signal flat, not every such curve was filed as active; inconclusive means small, poorly fitted or top-dose-only effect, or effect the other way, or a change in a side signal; the % refers to the signal ratio
#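 Laser-scanning cytometry quantifies lipid droplet accumulation (500–530 nm total intensity; droplet/cell object ratio) in oleic acid-fed (400 uM added) Drosophila S3 cells treated with a concentration series. 20 uM Triacsin C defined 100% inhibition.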
# S3 lipid droplet cell count max – also measured in S3 lipid droplet; calls as there; cell number change, %; measured here: cell count max response;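 cells counted by Cell Tracker Red CMTPX staining in the red channel; peak over a dose series mostly up to 46.1 µM; percent activity relative to internal control wells on each plate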
# * = called active by the depositor; i = inactive; ? = inconclusive; / = not tested or not shown; & = joins results of further samples; [ ] = dose if it differs, or a comment. On the % scale 0 is the no-effect control and ±100 the full control effect; potency means the concentration at half of the fitted maximal effect.
SMILES,S3 lipid droplet,S3 lipid droplet cell count max
CSc1nnc(-c2ccccc2)c(-c2ccccc2)n1,11.7%,-3.8
CC(C)COc1ccc(CNC(=S)Nc2ccccc2)cc1Cl,?,/
CCNC(=O)CC1C(=O)N(c2ccccc2)C(=O)N1Cc1ccc(OC)cc1 (stereo not given),?,/
O=C(CNC(=S)N(CCCN1CCOCC1)Cc1cccs1)NCCN1CCOCC1,4.4%,-11.7
Cn1c(N)c(C(=O)CSc2nnc(-c3ccccc3F)n2N)c(=O)n(C)c1=O,22.3%,-14.1
C=CCNc1nc2c(c(=O)n(C)c(=O)n2C)n1Cc1ccc(F)cc1,?,/
COc1cccc(-c2cc(C(F)(F)F)n3ncc(C(=O)NCC4CCCO4)c3n2)c1 (stereo not given),?,/
O=C(CCNS(=O)(=O)c1ccc(Br)cc1)NCc1cccs1,-13.8%,10.7
O=C(NCc1cccs1)c1ccncc1,?,/
C=CCn1cccc(C(=O)Nc2ccc(OCC)cc2)c1=O,?,/
CCN(CC)CCN(C(=O)c1cccc(N2C(=O)CCC2=O)c1)c1nc2cc3c(cc2s1)OCO3,-12.0%,-23.5
NC(N)=Nc1nc2ccccc2o1,?,/
CCC(C)C(NC(=O)OC(C)(C)C)C(=O)NCc1ccco1 (stereo not given),-25.7%,2.5
O=C(NC1CCCCCCC1)c1cc([N+](=O)[O-])ccc1Cl,-14.8%,-1.7
CC(=O)c1cc(F)c(N2CCN(C(=O)C(C)(C)C)CC2)cc1C,?,/
COC(=O)Cn1c(=NC(=O)c2nc3ccccc3s2)sc2cc(S(N)(=O)=O)ccc21,?,/
CC(C)c1ccc(OCc2ccc(C(=O)N3CCCC3)o2)cc1,?,/
CN(C)C(=O)CSc1nc(-c2ccccc2)nc2c1CCCC2,2.2%,-8.5
COc1ccc(CNC(=O)COC(=O)c2cnccn2)cc1,?,/
O=C(Nc1ccc(N2CCOCC2)cc1)c1cccnc1,6.2%,3.3
COc1ccc(S(=O)(=O)N2CCC(C(=O)c3ccc4c(c3)OCCO4)CC2)cc1,7.3%,3.0
O=C(NCc1cccnc1)Nc1ccc(F)cc1F,?,/
O=C(/C=C/c1ccccc1)NC(=S)NNC(=O)c1ccco1,-3.4%,-2.4
O=C(C1=C(O)C(=O)N(CCCn2ccnc2)C1c1cccc(Br)c1)c1ccco1 (stereo not given),?,/

# 3 of these compounds, reformatted:
# Values run as follows: S3 lipid droplet | S3 lipid droplet cell count max
> O=C(NC1CCCCCCC1)c1cc([N+](=O)[O-])ccc1Cl
  -14.8% | -1.7
> O=C(NCc1cccnc1)Nc1ccc(F)cc1F
  ? | /
> COc1ccc(S(=O)(=O)N2CCC(C(=O)c3ccc4c(c3)OCCO4)CC2)cc1
  7.3% | 3.0

# New compounds follow
SMILES,S3 lipid droplet,S3 lipid droplet cell count max
Cc1ccc(CN2CCN(CC(=O)N/N=C/c3ccc(C)o3)CC2)cc1,0.1%,4.0
COc1ccc(C)cc1NC(=O)CCCN1C(=O)CN(C)C1=O,?,/
Cc1cc(=O)[nH]c(SCC(=O)Nc2nnc(CC(C)C)s2)n1,?,/
CC1(C(=O)NC2CCCC2)CCC(=O)N1CCC1=CCCCC1 (stereo not given),-14.5%,-21.4
Cc1[nH]c(=O)c(C(=O)c2ccccc2O)cc1C(=O)O,?,/
Cc1cccc(-n2c(Cc3ccccc3)n[nH]c2=S)c1,0.9%,-8.3
CN(CC(=O)Nc1ccc(Cl)c(C(F)(F)F)c1)C(=O)CCCc1nc2ccccc2c(=O)[nH]1,?,/
Cc1csc(NC(=O)CSc2ccc3nnc(CCNS(=O)(=O)c4ccccc4)n3n2)n1,-0.6%,22.7
Cc1ccc(C)c(NC(=O)CCN2C(=O)C3CC=CCC3C2=O)c1 (stereo not given),2.4%,11.6
O=C(O)CCSc1ccc2ccccc2n1,?,7.6
C#Cc1cccc(NC(=O)Cc2cccs2)c1,?,/
O=C(COc1ccc(F)cc1)N1c2ccccc2CCc2ccccc21,-5.2%,-12.4
CCOC(=O)C1CCCN(C(=O)c2cc3nc(-c4cccc(OC)c4)cc(C(F)(F)F)n3n2)C1 (stereo not given),i,/
CCc1ccc(S(=O)(=O)Nc2ccc(Cl)cn2)cc1,?,/
O=C(N/N=C/c1ccc(N2CCOCC2)s1)c1ccc(NS(=O)(=O)c2cccs2)cc1,?,/
Cc1cc(C)c2c(-n3cccc3)c(C(=O)NNS(=O)(=O)c3ccc(F)cc3)sc2n1,5.8%,1.4
CC1(C(=O)NC(=S)N(CCC#N)Cc2cccnc2)CC1(Cl)Cl (stereo not given),?,/
O=C(N/N=C/c1ccccc1Cl)c1[nH]c2ccc(Br)cc2c1-c1ccccc1,?,/
COc1ccc2c3c(cccc13)C(=O)N(O)C2=O,?,/
O=C(c1ccc(-c2ccccc2)cc1)N1CCN(c2ccccc2F)CC1,?,/
COc1ccccc1C(CNC(=O)c1ccco1)N1CCCC1 (stereo not given),14.1%,-1.6
Cn1c(-c2ccccc2)cnc1SCC(N)=O,-2.0%,4.2
COc1ccc(N2CCN(C(=O)c3ccccc3NC(=O)C3=C(C)OCCS3)CC2)cc1,i,/
CNCc1c(C)nn(-c2ccccc2)c1C,0.6%,3.2
Cc1ccc(NS(=O)(=O)c2c(C)[nH]c(C)c2C(=O)N2CCCCC2)cc1Cl,i,9.2
Cc1cn(C(=O)c2ccccc2)c(=S)n1-c1ccc(Br)cc1,1.4%,1.6
COc1ccc(NS(=O)(=O)c2ccc(-n3nnc4ccccc43)c([N+](=O)[O-])c2)cc1,?,/
C=CCSc1nnc(CNC(=O)c2ccccc2C)n1C(C)C,?,/
O=C(CCCC(=O)N(CC(=O)NC1CCCCC1)Cc1ccc2c(c1)OCO2)Nc1ccccn1,?,/
CCN1C(=O)/C(=C/c2cnn(CC)c2C)SC1=S,?,/
COc1ccc2[nH]c(C)c(C(=O)CN(C)C)c2c1,?,/
CCN1CCN(Cc2c(O)ccc3c2O/C(=C\C=C\c2ccccc2)C3=O)CC1,?,/
Cc1cc(C)cc(NC(=O)NC2CCN(CC(=O)Nc3cccc(Cl)c3C)CC2)c1,6.9%,-2.5
CCOc1ccc(NS(=O)(=O)c2ccc(C(=O)NCC(c3ccc(OC)cc3)N3CCCC3)cc2)cc1 (stereo not given),?,/
Nc1ccc(C(=O)N2CCN(S(=O)(=O)/C=C/c3ccccc3)CC2)cc1[N+](=O)[O-],16.6%[0.0737 µM],20.9
O=C(COC(=O)c1ccc(NS(=O)(=O)c2ccc3c(c2)OCCO3)cc1)NCC1CCCO1 (stereo not given),i,/

# A draw from above in order of length of the SMILES, falling.
SMILES,S3 lipid droplet,S3 lipid droplet cell count max
COc1ccc(NS(=O)(=O)c2ccc(-n3nnc4ccccc43)c([N+](=O)[O-])c2)cc1,?,/
Cc1cc(C)c2c(-n3cccc3)c(C(=O)NNS(=O)(=O)c3ccc(F)cc3)sc2n1,5.8%,1.4
COc1cccc(-c2cc(C(F)(F)F)n3ncc(C(=O)NCC4CCCO4)c3n2)c1 (stereo not given),?,/
CC1(C(=O)NC2CCCC2)CCC(=O)N1CCC1=CCCCC1 (stereo not given),-14.5%,-21.4
Cc1cccc(-n2c(Cc3ccccc3)n[nH]c2=S)c1,0.9%,-8.3
O=C(NCc1cccs1)c1ccncc1,?,/

# Later entries.
SMILES,S3 lipid droplet,S3 lipid droplet cell count max
CCc1ccc2oc(-c3cc(N)ccc3O)nc2c1,i,/
Cc1cccc(N(CC(=O)NC(C)(C)C)C(=O)CS(=O)CC(=O)Nc2ccc3c(c2)OCO3)c1 (stereo not given),?,/
CCOC(=O)c1cc[nH]c1C,-3.3%,5.7
COCCOC(=O)C1=C(C)NC(=O)NC1c1ccco1 (stereo not given),5.9%,1.5
O=C(NCCCN1CCCCCC1)C1CCCN(S(=O)(=O)c2cccc3nsnc23)C1 (stereo not given),-1.4%,2.4
CCn1c(CNC(=O)c2ccccc2F)cc2cc(C)ccc21,?,/
COc1ccc(CCN2CC(C(=O)O)CC2=O)cc1OC (stereo not given),?,/
COc1ccc(CC(=O)Nc2ccc3c(c2)C(=O)N(CCC(=O)O)C3=O)cc1,14.6%,1.0
Cc1csc2ncc(C(=O)Nc3ccccc3F)c(=O)n12,?,/
CC(=O)Nc1cccc(-n2nnc(SCC(=O)c3ccccc3)n2)c1,0.3%,-7.7
N#Cc1c2c(c(NCCOCCO)n3c1nc1ccccc13)CCCC2,?,/
O=C(COc1ccccc1)Nc1ccccc1Cl,0.2%,-4.5

# Compound profiles, as listed above.
# Record of CCOC(=O)c1cc[nH]c1C : S3 lipid droplet: -3.3%; S3 lipid droplet cell count max: 5.7
# Record of O=C(COc1ccccc1)Nc1ccccc1Cl : S3 lipid droplet: 0.2%; S3 lipid droplet cell count max: -4.5
# Record of O=C(NCCCN1CCCCCC1)C1CCCN(S(=O)(=O)c2cccc3nsnc23)C1 (stereo not given) : S3 lipid droplet: -1.4%; S3 lipid droplet cell count max: 2.4

# Continued.
SMILES,S3 lipid droplet,S3 lipid droplet cell count max
COc1ccc(CNC(=O)CCN2C(=O)c3ccccc3S2(=O)=O)cc1,?,/
CC(C)c1ccccc1NC(=O)COC(=O)C1(C)CC1(Cl)Cl (stereo not given),?,/
CC(C)C(=O)Nc1cccc(NC(=O)c2cccnc2)c1,i,/
COc1ccc(C(=O)NC(C)Cn2nc(C)cc2C)cc1OC1CCN(C(C)=O)CC1 (stereo not given),-2.3%,-7.2
O=C1CC(NN2CCCCC2)C(=O)N1c1ccccc1 (stereo not given),1.3%,14.8
Cc1nnc(NC(=O)CSc2nccn2Cc2ccccc2)s1,?,/
O=[N+]([O-])c1ccc(-c2ccc(S(=O)(=O)NCCN3CCCC3)cc2)cc1,9.2%,24.5
COc1ccc(CN2C(=O)c3cccnc3C2=O)cc1S(=O)(=O)NCc1ccco1,?,/
COc1ccc(S(=O)(=O)NC2CC3CCC2C3)cc1Br (stereo not given),-4.4%,-12.9
CC(NC(=O)c1ccc(S(=O)(=O)Nc2ccccc2)cc1)c1ccc(S(N)(=O)=O)cc1 (stereo not given),11.1%,2.4
Cc1ccc(S(=O)(=O)NCC(=O)NC2CCCCCC2)cc1,?,/
CC(=O)Nc1ccc(S(=O)(=O)NCCCN2CCOCC2)cc1,?,/
COC(=O)c1ccccc1NC(=O)N1CCN(S(C)(=O)=O)CC1,13.1%,-0.9
O=C(O)c1ccc(/C=N/n2c(C3CCCCC3)n[nH]c2=S)cc1,?,/
COc1ccc(CNC(=O)C2CCN(S(=O)(=O)c3ccc(Br)s3)CC2)cc1,i,4.0
Cc1cc(Cl)ccc1C(=O)C1CCCN(C(=O)c2ccc3ncccc3c2)C1 (stereo not given),3.2%,-3.8
CCOc1cc(CNCc2ccc3c(c2)OCO3)ccc1OC,20.5%,/
COc1cccc(CN(C)C(=O)C2CCC(=O)N(Cc3cccc(F)c3)C2)c1 (stereo not given),?,/
O=C(N/N=C/c1cc([N+](=O)[O-])ccc1O)NC12CC3CC(CC(C3)C1)C2,?,/
Fc1ccc(CN2CCCCCCC2)cc1F,?,/
Cc1ccc(NC(=O)CN2CCc3ccccc3C2)cc1C,?,/
Cc1ccc(C)c(OCCC(=O)NNC(=O)Cn2nc(C)cc2C)c1,?,/
COCCNC(=O)C(c1ccc(OC)cc1)N(C(=O)Cn1nnc2ccccc21)c1cccnc1 (stereo not given),-14.8%,12.7
Cc1ccc(/C=N/N2CCN(c3ccccn3)CC2)o1,?,/
Cc1nc(CN2CCN(C(=O)NC3(c4ccccc4)CC3)CC2)cs1,?,/
Cc1ccc2c(c1)C(=O)CC1(CCC(C(C)(C)C)CC1)O2 (stereo not given),9.8%,-4.9
Cc1ccc(C(=O)CN(CCC(=O)O)C(=O)c2ccncc2)cc1,?,/
CCCc1cc(C(=O)N/N=C/c2cccn2C)cs1,-0.4%,/
COc1ccccc1/C=C1\SC(=O)N(CCC(=O)N2CCCCC2CCO)C1=O (stereo not given),?,/
C=C(C)CSc1nc2sc3c(c2c(=O)n1-c1ccc(OC)cc1)CCN(C)C3,?,/
COc1ccc(NC(=O)NS(=O)(=O)c2ccc(C)cc2)c(OC)c1,18.8%,1.7
Oc1c(C=C2N=c3ccccc3=N2)sc(=S)n1C1CCCCC1,7.1%&7.2%,21.5&-2.3
O=C(Nc1ccc(Cl)c(Cl)c1)c1ccccc1NC(=O)C1CC=CCC1C(=O)O (stereo not given),i,-18.4
COc1cc([N+](=O)[O-])ccc1NC(=O)CN1CCc2cc(OC)c(OC)cc2C1,-7.6%,5.7
CN(C)c1ccc(C(=S)N2CCNCC2)cc1,10.0%,8.4
COc1ccccc1CNC(=O)c1cc(-c2ccncc2)nc2c(Cl)cccc12,?,/
COc1ccc(OC(=O)c2c(C)nn(-c3ccccc3)c2C)cc1,?,/
Nc1c(N(CCCO)C(=O)C2CCCC2)c(=O)[nH]c(=O)n1Cc1ccccc1,-1.7%,-2.9
CCNC(=S)N=Nc1c(O)n(Cc2ccc(Cl)cc2)c2ccccc12,?,/
Cc1nc(-c2ccc(NS(=O)(=O)c3ccccc3)cc2)cs1,4.7%,1.1
COc1ccc(CNCC(=O)Nc2sccc2C#N)cc1,?,/
CS(=O)(=O)N1CCN(C(=O)C(Sc2ccccc2)c2ccccc2)CC1 (stereo not given),4.1%,8.7
CCc1cc(C(=O)N2CCN(c3ccccc3OC)CC2)sc1C,?,/
CCn1c(=O)cc(N2CCN(Cc3ccccc3)CC2)[nH]c1=O,?,/
CN(C)CCSc1nnc2[nH]c3ccccc3c2n1,3.9%,-7.5
Cc1nn2c(-c3ccccc3)c(-c3ccccc3)nc2[nH]c1=O,?,/
COc1cccc(NC(=O)Cn2cc3c(n2)CCCCC3)c1,11.6%,/

# Screening data (PubChem BioAssay)

# Not all compounds are listed. The share of hits here may be higher or lower than overall.
